KCNK3 inh – human KCNK3 channel inhibition, primary screen | O14649 | CHO-KCNK3 thallium flux, FluxOR fluorescence; hits give low values | B-score at 10 µM | actives 0.84% (n = 340,000) | AID 602410;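 active = B-score under library mean minus 4 SD, starting fluorescence ratio at most library mean plus 5 SD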;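 note: more negative B-score means stronger inhibition of thallium flux through KCNK3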
Target sequence (O14649 whole entry, looked up): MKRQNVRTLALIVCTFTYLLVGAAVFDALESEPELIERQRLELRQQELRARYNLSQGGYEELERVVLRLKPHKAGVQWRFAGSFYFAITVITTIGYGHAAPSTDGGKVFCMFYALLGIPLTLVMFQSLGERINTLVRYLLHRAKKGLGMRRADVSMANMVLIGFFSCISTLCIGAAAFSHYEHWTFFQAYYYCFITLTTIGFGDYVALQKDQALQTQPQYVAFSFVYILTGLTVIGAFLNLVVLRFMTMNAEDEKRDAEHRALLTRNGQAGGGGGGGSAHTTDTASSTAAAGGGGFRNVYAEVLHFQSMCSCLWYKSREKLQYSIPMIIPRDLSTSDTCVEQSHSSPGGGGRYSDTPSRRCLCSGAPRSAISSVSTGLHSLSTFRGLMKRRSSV
RGS4 act – potentiators or activators of RGS4; AID 463111; B-score at 10 µM; HEK293 M3R/inducible RGS4, carbachol calcium flux Fluo4; hits give low values; actives 0.92% (n = 310,000);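 active = B-score of the integrated calcium signal more than 4 SD below the library mean, with starting fluorescence not abnormally high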;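 note: negative B-score means reduced calcium response which marks RGS4 activation or potentiation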
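Also added: carbachol at ECmax as muscarinic agonist stimulus; Assay system: HEK293 cells with stable M3R and inducible RGS4; Timing: overnight RGS4 induction, 30 min dye load 37 °C, 20 min compound RT; Measured by: Fluo4-AM (2 µM) calcium-flux fluorescence, kinetic read.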
ANO1 block – mouse TMEM16A channel inhibition, primary screen. Q8BHY3. HEK293 TMEM16A/YFP iodide influx fluorescence, ionomycin. normalized B-score (activity score, 25-100; higher = stronger inhibition) at 10 µM. actives 1.2% (n = 310,000);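 active = ratio plate-corrected score three or more library SD toward inhibition, starting fluorescence score within five deviations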;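 note: score derived from kinetic fluorescence span divided by baseline fluorescence per well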
MrgX1 ag – agonists of human MrgX1 receptor. Q96LB2. MrgX1-HEK293 cells, Fluo-4 calcium fluorescence, agonist mode; hits give high values. B-score at 10 µM. actives 0.44% (n = 310,000). AID 588627;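 active = calcium response B-score plate-corrected fluorescence ratio at least 3 library SD, with starting fluorescence B-score inside 5 SD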
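Material: MrgX1-expressing HEK293 cells; input: 15,000 cells per well; doses: test compound given as first of three sequential additions; schedule: overnight plating before 1 h dye loading; technique: Fluo-4 NW calcium-flux fluorescence, kinetic read; evaluation: baseline-normalised fluorescence change ratio, B-scored; control set: plate-wise positive and negative controls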
hERG rescue – compounds protecting human hERG from proarrhythmic drug block; CHO-hERG, FluxOR thallium flux, dofetilide IC70 present; Q12809; AID 1511; activation (rescue from dofetilide block), less the hit threshold, % at 10 µM; actives 0.51% (n = 310,000);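 active = activation above the mean of controls blocked by dofetilide plus 5 SD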;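 note: thallium influx through hERG after potassium depolarization seen as dye fluorescence rise; in these data hits start at about 4.7%; inactives centre near -7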
KCNQ1 pot – potentiates or activates the human KCNQ1 potassium channel; P51787; CHO-K1 KCNQ1, thallium flux FluxOR fluorescence; hits give high values; B-score at 10 µM; actives 0.35% (n = 310,000); AID 2648;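 active = fluorescence ratio B-score, a plate-corrected score, at least three library SD, with initial intensity B-score within 5 SD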
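Test system: CHO-K1 cells stably expressing KCNQ1 / Medium: assay buffer / Also added: depolarizing K+/Tl+ stimulus, K2SO4 and Tl2SO4 each 12.5 mM in 5x stock / Incubation: 90 min dye loading and 20 min compound exposure, both at room temperature / Signal: thallium influx via FluxOR fluorescence, kinetic imaging / Evaluation: B score of baseline-normalized fluorescence ratio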
TMEM16A act – activators or potentiators of mouse TMEM16A chloride channel; B-score at 10 µM; actives 0.3% (n = 340,000); AID 623877; HEK293 TMEM16A/YFP-H148Q/I152L, iodide quench fluorescence; hits give low values; Q8BHY3;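 active = fluorescence-ratio B-score plate-corrected deviation score at least 3 library SD below zero, with starting fluorescence score within 5 deviations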;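 note: channel opened by trigger with iodide after compound preincubation; score built on the fluorescence ratio of max minus min over baseline; more negative score means more quench and so TMEM16A activation or potentiation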
RGS4 block – inhibitors of human RGS4; HEK293 M3R/RGS4 inducible, Fluo-4 calcium flux; hits give high values; triggered by carbachol at its EC20; B-score at 10 µM; actives 0.45% (n = 310,000); P49798;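 active = B-score, a plate-corrected calcium signal, over three deviations above library mean, with baseline fluorescence within five deviations of library mean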;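 note: RGS4 expression induced by doxycycline in cells with stable M3 receptor; B-score is computed from the integrated fluorescence ratio over baseline after carbachol; higher B-score means a larger calcium signal and so more RGS4 inhibition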
Target sequence (P49798 whole entry, looked up): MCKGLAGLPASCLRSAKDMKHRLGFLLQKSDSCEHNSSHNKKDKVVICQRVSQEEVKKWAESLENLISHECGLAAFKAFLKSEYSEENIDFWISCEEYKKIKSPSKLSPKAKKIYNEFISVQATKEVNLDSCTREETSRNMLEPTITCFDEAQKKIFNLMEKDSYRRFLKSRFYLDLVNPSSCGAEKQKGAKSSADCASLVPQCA
KCNK9 block – inhibitors of human KCNK9 two-pore domain potassium channel | Q9NPC2 | HEK293 KCNK9, FluxOR thallium flux fluorescence; hits give low values | B-score at 10 µM | actives 1.2% (n = 310,000);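 active = ratio B-score over 3 SD below the library mean, with starting fluorescence within 5 SD of its mean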;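 note: negative B-score means less thallium flux so channel inhibition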
Target sequence (Q9NPC2 whole entry, looked up, the tested form may be a part): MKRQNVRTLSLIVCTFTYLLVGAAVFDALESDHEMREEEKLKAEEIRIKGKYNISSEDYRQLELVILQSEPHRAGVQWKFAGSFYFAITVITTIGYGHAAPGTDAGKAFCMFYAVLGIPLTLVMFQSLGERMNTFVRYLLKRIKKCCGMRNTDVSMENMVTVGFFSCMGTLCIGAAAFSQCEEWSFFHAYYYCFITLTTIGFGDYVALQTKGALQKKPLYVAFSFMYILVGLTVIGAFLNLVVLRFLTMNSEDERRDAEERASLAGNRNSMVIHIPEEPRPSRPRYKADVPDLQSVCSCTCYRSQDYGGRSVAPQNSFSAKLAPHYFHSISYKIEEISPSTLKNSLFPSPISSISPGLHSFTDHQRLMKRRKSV
MrgX1 allo act – allosterically activates human MrgX1 receptor signaling | MrgX1-HEK293, Fluo-4 calcium flux, FDSS; hits give high values | B-score at 10 µM | actives 0.63% (n = 310,000) | AID 588675;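 active = plate-corrected calcium response at least 3 library SD above typical, normal starting fluorescence, not activating the receptor alone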;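 note: compound read alongside a low EC10 to EC30 dose of BAM8-22 agonist; peak minus trough fluorescence over baseline measured at the second addition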
KCNQ1 inh – human KCNQ1 channel inhibition. P51787. CHO-K1 KCNQ1, FluxOR thallium flux fluorescence; hits give high values. B-score at 10 µM. actives 1.3% (n = 310,000). AID 2642;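 active = compounds whose thallium flux B-score, printed positive for inhibition, exceeds three library SD while starting fluorescence stays within three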;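 note: channel opened by potassium depolarization with thallium stimulus after 20 min compound exposure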
* marks the source's active call; other numbers are inactive results; i = inactive; nt = not tested or not shown.

SMILES	KCNK3 inh	RGS4 act	ANO1 block	MrgX1 ag	hERG rescue	KCNQ1 pot	TMEM16A act	RGS4 block	KCNK9 block	MrgX1 allo act	KCNQ1 inh
O=[N+]([O-])c1cccc(/C=N/n2c(-c3cccnc3)n[nH]c2=S)c1	i	i	i	i	-7.5	i	i	i	i	i	i
O=C(NCCc1ccc(Cl)cc1)C1COc2ccccc2O1 (centres undefined)	i	i	i	i	-3.1	i	i	i	i	i	i
O=C(c1ccc(NC(=S)Nc2ccc(F)cc2F)cc1)N1CCOCC1	i	i	i	i	-9.3	i	i	i	i	i	i
Cc1nc(C)c(C(=O)N(c2ccc(F)cc2)C(C(=O)NCC2CCCO2)c2ccccc2)s1 (centres undefined)	i	i	i	i	-9.7	i	i	i	i	i	i
O=c1oc(-c2cccs2)nc2ccccc12	i	i	i	i	-5.1	i	i	i	i	i	i
O=[N+]([O-])c1cccc(S(=O)(=O)N/N=C\c2ccc3c(c2)OCO3)c1	i	i	i	i	-10.2	i	i	i	i	13*	i
O=C(NCCCCNC(=O)c1cccnc1Cl)c1cccnc1Cl	i	i	i	i	-5.4	i	i	i	i	i	i
C#CCNC(=O)C1=C[C@H](c2ccc(Br)cc2)[C@@H](CCCO)[C@H](OCC)O1	i	i	i	i	-7.1	i	i	i	i	i	i
O=C(O)Cn1cc(C(=O)C2CC2)c2ccccc21	i	i	i	i	-5.8	i	i	i	i	i	i
CC1(C)Oc2ccc(C(=O)NC3CC3)cc2N(CC(=O)N2CCOCC2)C1=O	i	i	i	i	-9.9	i	i	i	i	i	i
CC1(C)C(=O)Nc2ccccc2N1C(=O)COC(=O)Cn1cnc2ccccc2c1=O	i	i	i	i	-55.1	i	i	i	i	i	i
O=C(NCCN1C(=O)S/C(=C\c2cccnc2)C1=O)c1cc(S(=O)(=O)N2CCOCC2)ccc1F	i	i	i	i	-15.3	i	i	i	i	i	i
COCCn1c(SCC(=O)NCCc2ccc(OC)c(OC)c2)nc2c([nH]c3ccccc32)c1=O	i	i	i	i	-6.2	i	i	i	i	i	i
COCCNC(=O)C1Cc2c(ccc3ccccc23)O1 (centres undefined)	i	i	i	i	-11.0	i	i	i	i	i	i
O=C(Cc1c(F)cccc1Cl)Nc1ccon1	i	i	i	i	-7.2	i	i	i	i	i	i
COc1ccc(Br)cc1/C=N/NC(=O)c1nc(-c2ccccc2)n2c1CCCCC2	-11.5*	i	i	i	-7.9	i	i	i	i	i	6*
COc1ccc(Nc2cc(Cl)nc(N)n2)cc1OC	i	i	i	i	-5.1	i	i	6.14*	i	i	i
O=C(O)c1ccc([N+](=O)[O-])c2c1C(=O)c1ccccc1C2=O	i	i	i	i	-2.9	i	i	i	i	i	i
CC(=O)Nc1cc(C(=O)c2ccccc2)ccc1N1CCOCC1	i	i	i	i	-0.6	i	i	i	i	i	i
COc1ccc(C)cc1S(=O)(=O)N(CC(=O)Nc1cc([N+](=O)[O-])ccc1C)c1ccc(C)c(C)c1	i	i	i	i	-7.9	i	i	i	i	i	i
COC(=O)c1cccc(OC(N)=O)c1	nt	i	i	i	-9.8	i	nt	i	i	i	i
CCC1CCCCN1C(=O)CCn1ccnc1 (centres undefined)	i	i	i	i	-0.3	i	i	i	i	i	i
CCc1nc(=O)c(-c2ccccc2)c(C)n1-c1ccccc1	i	i	i	i	-4.0	i	i	i	i	i	i
CCOC(=O)Cc1csc(NC(NC(=O)OCC)(C(F)(F)F)C(F)(F)F)n1	i	i	i	i	1.5	i	i	i	i	i	i
O=S(=O)(Nc1ccc(N2CCOCC2)cc1)c1ccc(F)cc1F	i	i	i	i	-17.7	i	i	i	i	i	i
CNc1c(NC(=O)c2ccc3c(c2)OCO3)c(=O)oc2ccccc12	i	i	i	i	-8.6	i	i	i	i	i	i
CCN(CC(=O)NCc1ccc(Cl)cc1)C(=O)COc1ccc(C)cc1C	i	i	i	i	-9.9	i	i	i	i	i	i
Cc1ccc(-c2c3c(=O)n(C)c(=O)n(C)c3cn2-c2ccccc2O)cc1	i	i	i	i	-1.6	i	i	i	i	i	i
COc1ccc2ccccc2c1/C=N/NC(=O)c1cc(C)[nH]n1	i	i	i	i	-4.3	i	i	i	i	i	i
Cc1ccc(NC2c3ncccc3C(=O)N2C2CCCCC2)cc1 (centres undefined)	i	i	i	i	-8.1	i	i	i	i	i	i
COC(=O)c1c[nH]n2c(=O)cc(CCl)nc12	i	i	i	i	-0.6	i	i	i	i	i	i
CC1(C)CC(=O)C2=C(C1)OC(/N=C/N1CCOCC1)=C(C#N)C2c1ccccc1 (centres undefined)	i	i	i	i	-7.3	i	i	i	i	i	i
COc1ccc2c(C)cc(C)nc2n1	i	i	i	i	-8.7	i	i	i	i	i	i
CC(Oc1cccc(Br)c1)C(=O)N1CCCN(C)CC1 (centres undefined)	i	i	i	i	-11.9	i	i	i	i	i	i
NC(=O)NC(=O)COC(=O)CN1C(=O)C2CCCCC2C1=O (centres undefined)	i	i	i	i	-0.8	i	i	i	i	i	i
Cc1c(NC(=O)COC(=O)Cc2ccc(F)cc2)c(=O)n(-c2ccccc2)n1C	i	i	i	i	-11.4	i	i	i	i	i	i
O=C(CCc1ccccc1)C(=O)N1CCCC(C(=O)c2cccc(Cl)c2)C1 (centres undefined)	i	i	i	i	-5.6	i	i	i	i	i	i
CCc1ccccc1NC(=O)CCNS(=O)(=O)c1ccc2c(c1)CCC(=O)N2	i	i	i	i	-7.7	i	i	i	i	i	i
O=C(CC1SCCNC1=O)Nc1ccc(F)c(Cl)c1 (centres undefined)	i	i	i	i	-6.3	i	i	i	i	9.91*	i
CN1CC(=O)Nc2ccc(F)cc2C1=O	i	i	i	i	-2.0	i	i	i	i	i	i
CNC(=S)/N=C/NOCc1ccc(Cl)cc1Cl	i	i	100*	i	-32.6	i	i	i	i	i	8*
O=C(CN1CCCC1)Nc1ccc(S(=O)(=O)N2CCCCC2)cc1	i	i	i	i	-3.0	i	i	i	i	i	i
O=C(CCSc1ccc(F)cc1)Nc1ccc(-n2cnnn2)cc1	i	i	i	i	-1.4	i	i	i	i	i	i
Cc1nn2c(=O)cc(COC(=O)c3ccc(NC(=O)C(C)(C)C)cc3)nc2s1	i	i	i	i	-13.3	i	i	17.9*	i	i	i
COC(=O)/C=C1\OC(c2ccccc2)=CC1=O	nt	i	i	i	-34.2	i	nt	26*	i	i	8*
O=C(Nc1ccccc1)Nc1ccccc1-n1ccnc1	i	i	i	i	-12.0	i	i	i	i	i	i
O=C(Cn1cncn1)N/N=C/c1c2ccccc2cc2ccccc12	i	i	i	i	-5.5	i	i	i	i	i	i
CC1(C)C([N+](=O)[O-])C(c2ccc(O)cc2)NC(c2ccc(O)cc2)C1[N+](=O)[O-] (centres undefined)	i	i	i	i	-8.8	i	i	i	i	i	i
CCN1C(=NCCc2cccs2)N[C@@H](c2cccs2)C(C(=O)OC)=C1C	i	i	i	i	-12.6	i	i	i	i	i	i
Cc1ccnc(NC(=O)CNC(=O)c2ccco2)c1	i	i	i	i	-6.2	i	i	i	i	i	i
COc1ccccc1N1CCN(C(=O)CN(c2ccc(C)c(C)c2)S(C)(=O)=O)CC1	i	i	i	i	-12.8	i	i	i	i	i	i
O=C(Nc1nnc(S(=O)(=O)N2CCOCC2)s1)c1ccc(F)cc1	i	i	i	i	-6.6	i	i	i	i	i	i
CCOc1ccc(CCNC(=O)CCc2nc3ccccc3[nH]2)cc1OCC	i	i	i	i	-11.1	i	i	i	i	i	i
CCCOc1ccc(CN(C)c2ncnc(N)n2)cc1	i	i	i	i	-10.3	i	i	i	i	i	i
Cc1ccc(NCN2C(=O)C3C4C=CC(C4)C3C2=O)cc1 (centres undefined)	i	i	i	i	-9.4	i	i	i	i	i	i
CC(C(=O)Nc1ccccc1)N1CCN(c2ccccn2)CC1 (centres undefined)	i	i	i	i	-8.2	i	i	i	i	i	i
CC1=NNC(=O)C1CC(=O)N/N=C/c1ccncc1 (centres undefined)	i	i	i	i	-8.1	i	i	i	i	i	i
CCC(CC)C(=O)OCC(=O)Nc1ccc(S(=O)(=O)N2CCOCC2)cc1OC	i	i	i	i	-6.5	i	i	i	i	i	i
CC(=O)c1nn(-c2ccc(Br)cc2)cc1C(=O)c1ccccc1	i	i	i	i	-4.4	i	i	i	i	i	i
CCC1CN(C(=O)N2CCC(C(=O)NCCc3ccc(OC)cc3OC)CC2)c2ccccc2O1 (centres undefined)	i	i	i	i	-16.9	i	i	i	i	i	i

New compounds follow:
SMILES	KCNK3 inh	RGS4 act	ANO1 block	MrgX1 ag	hERG rescue	KCNQ1 pot	TMEM16A act	RGS4 block	KCNK9 block	MrgX1 allo act	KCNQ1 inh
COc1ccc(/C=C/C(=O)Nc2cc(C)nn2-c2nc3ccccc3[nH]2)cc1	i	i	i	i	-13.1	i	i	i	i	i	i
Cc1ccc(-n2ncc3c(=O)[nH]c(SCC(=O)N4CCOCC4)nc32)cc1	i	i	i	i	-1.0	i	i	i	i	i	i
COc1cccc(-c2nc(-c3ccc(NC(=O)c4cccs4)cc3)no2)c1	i	i	i	i	-0.7	i	i	i	i	i	i
C=CCn1c(N)cc(=O)nc1SC(C)C(=O)Nc1cccc2ccccc12 (centres undefined)	i	nt	i	i	nt	nt	i	nt	nt	i	nt
Cc1ccc(N(CCC(=O)O)S(=O)(=O)c2cccc(C(F)(F)F)c2)cc1	i	i	i	i	-11.2	i	i	i	i	i	i
Cn1c(=O)c2c(=O)cc(NNC(=O)C(C)(C)C)[nH]c2n(C)c1=O	i	i	i	i	1.4	i	i	i	i	i	i
Cc1ccc(OCCOCCNC(C)(C)C)c([N+](=O)[O-])c1	i	i	i	i	-0.4	i	i	i	i	i	i
